# Bioassay records as filed in PubChem BioAssay.
# BAZ2B block: blocks human BAZ2B | AlphaScreen BAZ2B-H3K14Ac peptide displacement | actives 4.4% (n = 360,000) | Q9UIF8 | Potency, µM (doses to about 114 µM), inactives show at the top dose activity change, negative = inhibition, actives largely listed as inhibitors; further: potency means the concentration at half of the fitted maximal effect; on the % scale 0 is the no-effect control and ±100 the full control effect; nearly all actives have a fitted effect of over 60% in size
#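 Inhibition is scored as reduced AlphaScreen emission. The BAZ2B/b-H3(5-23)K14Ac complex (50 nM each) in PBS pH 7.4, 0.01% Tween-20 meets compound (up to 110 uM) for 30 min at RT before bead addition.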
# ERG-DNA inh: ERG Ets/DNA interaction inhibition. P11308. fluorescence polarization, His-ERG Ets domain / labelled DNA. Potency, µM (doses to about 76.9 µM), for inactives: at the highest dose FP activity, negative = inhibition, hits mostly inhibitors. actives 0.028% (n = 370,000). AID 624246; active means well fitted inhibition curve with a large enough effect in the polarisation, with a control signal flat; inconclusive means small, poorly fitted or top-dose-only effect, or effect the other way, or a change in a side signal; inactive means no such curve, though single readings can be large or run the other way; the % refers to the polarisation;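 further: polarization taken with two DNA probes labelled with fluorescein and Texas red; potency means the concentration at half of the fitted maximal effect; % of control where 0% means no effect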
# Target sequence (P11308 whole entry, looked up, the tested form may be a part): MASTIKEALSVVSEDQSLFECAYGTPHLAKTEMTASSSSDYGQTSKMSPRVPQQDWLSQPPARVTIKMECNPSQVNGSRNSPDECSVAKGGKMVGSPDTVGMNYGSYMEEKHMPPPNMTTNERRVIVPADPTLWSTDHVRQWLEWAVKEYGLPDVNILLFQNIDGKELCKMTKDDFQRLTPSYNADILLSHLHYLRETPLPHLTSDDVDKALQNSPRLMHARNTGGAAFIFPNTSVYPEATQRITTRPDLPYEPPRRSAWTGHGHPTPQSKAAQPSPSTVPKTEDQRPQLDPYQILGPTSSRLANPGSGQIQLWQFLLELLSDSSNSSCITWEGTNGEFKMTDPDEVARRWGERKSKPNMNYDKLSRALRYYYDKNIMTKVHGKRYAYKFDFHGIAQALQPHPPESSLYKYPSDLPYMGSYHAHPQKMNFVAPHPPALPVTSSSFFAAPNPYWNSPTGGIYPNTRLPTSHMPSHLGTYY
#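 His-tagged ERG Ets domain (1 uM in the protein solution; 300mM KCl, 50mM Tris-HCl, 1mM EDTA, 1mM DTT, pH 7.5) received compound, then a probe mix of 5 nM fluorescein-DNA and 100nM Texas-615-DNA. Fluorescence polarization was read for both dyes.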
# JMJD2A Tudor inh: blocks the human JMJD2A Tudor domain; AlphaScreen JMJD2A-Tudor / H3K4me3 peptide binding; Potency, µM (series often up to 114 µM), inactives show at the highest dose activity change, negative = inhibition, actives largely listed as inhibitors; actives 4.4% (n = 390,000); AID 504339; further: potency means the concentration at half of the fitted maximal effect; on the % scale 0 is the no-effect control and ±100 the full control effect; nearly all actives have a fitted effect of over 50% in size
# HP1b binding inh: blocks HP1-beta chromodomain binding to methylated histone tails. AID 540317. Potency, µM (titrated, usually from 114 µM), for inactives: at the top dose activity change, negative = inhibition, usual class: inhibitors. P83916. actives 0.56% (n = 390,000). AlphaScreen HP1-beta / biotin-H3K9me3 peptide binding; further: potency means the concentration at half of the fitted maximal effect; nearly all actives have a fitted effect of over 70% in size; inactives centre near 23
# Target sequence (P83916 whole entry, looked up): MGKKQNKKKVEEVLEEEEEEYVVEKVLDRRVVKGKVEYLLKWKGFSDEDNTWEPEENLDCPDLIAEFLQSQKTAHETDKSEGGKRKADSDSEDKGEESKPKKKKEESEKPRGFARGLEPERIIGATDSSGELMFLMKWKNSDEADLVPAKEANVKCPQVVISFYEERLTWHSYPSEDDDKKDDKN
#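 Compound inhibition of the preformed complex between 50 nM HP1-beta and 50 nM biotinylated H3K9me3 peptide was read by AlphaScreen. Buffer was PBS pH 7.4 with 0.01% Tween-20. Incubations ran 30 min at room temperature, with 10 ug/mL donor/acceptor beads.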
# Pin1 inh: inhibitors of human Pin1 | Q13526 | Pin1 FP peptide displacement, HiFluor488, 10 min | Potency, µM (doses to about 115 µM), without a hit: at the highest dose activity, negative = inhibition, hits mostly inhibitors | actives 0.009% (n = 390,000) | AID 504891; active means well fitted inhibition curve with a large enough effect in the polarisation, with a control signal flat, not every such curve was filed as active; inconclusive means small, poorly fitted or top-dose-only effect, or effect the other way, or a change in a side signal; inactive means no such curve, though single readings can be large or run the other way; the % refers to the polarisation; further: potency means the concentration at half of the fitted maximal effect; on the % scale 0 is the no-effect control and ±100 the full control effect
# GLS inh: blocks human kidney-isoform glutaminase activity; actives 0.21% (n = 410,000); O94925; GLS enzymatic activity, qHTS titration; Potency, µM (titrated, usually from 45.5 µM), for the others: at the highest dose activity change, negative = inhibition, usual class: inhibitors; further: potency means the concentration at half of the fitted maximal effect; on the % scale 0 is the no-effect control and ±100 the full control effect
#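 hKGA in 45 mM KH2PO4 (pH 8.2), 0.02% Tween-20 with compound, then 1mM L-Glutamine (stock as added) plus glutamate oxidase/HRP/Amplex red coupling mix. Fluorescence read initially and after 30 min at RT; signal change reflects glutamate formation.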
# G9a inh: inhibitors of human histone lysine methyltransferase G9a. actives 8.8% (n = 350,000). G9a H3K9 monomethylation, AlphaScreen, 2 h. Potency, µM (series often up to 102 µM), for inactives: top-dose activity, negative = inhibition, usual class: inhibitors; further: potency means the concentration at half of the fitted maximal effect; on the % scale 0 is the no-effect control and ±100 the full control effect; nearly all actives have a fitted effect of over 75% in size
# Target sequence (Q96KQ7 913-1193 limits assumed): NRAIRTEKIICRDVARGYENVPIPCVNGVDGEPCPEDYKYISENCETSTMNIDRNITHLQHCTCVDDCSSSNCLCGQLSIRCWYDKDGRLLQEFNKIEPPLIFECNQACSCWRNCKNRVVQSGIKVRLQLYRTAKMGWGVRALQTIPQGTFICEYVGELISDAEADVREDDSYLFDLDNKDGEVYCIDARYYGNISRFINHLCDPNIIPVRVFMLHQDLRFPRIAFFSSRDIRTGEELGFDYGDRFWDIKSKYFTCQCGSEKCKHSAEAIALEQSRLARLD
#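 AlphaScreen read-out: biotin-H3K9 peptide (500 nM) methylation by 20 nM enzyme with 20 uM SAM, 2 h at room temperature after 15 min compound preincubation; anti-monomethyl H3K9 antibody plus donor/acceptor beads, 10 min dark.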
# PI4K2A block: PI4K2A (human) kinase inhibition | purified PI4K2A, ADP-Glo luminescence, 1 h; active compounds read low | activity change, negative = inhibition, % at 76.9 µM | Q9BTU6 | actives 0.13% (n = 420,000); in the data active means activity change below about -50%; inconclusive means mostly about -30% to -49%;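 further: -100% = wells without enzyme as full effect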
#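 PI4K2A activity was measured by ADP-Glo luminescence: enzyme (4 ug/mL stock) and phosphatidylinositol (1.2 mM stock) in Tris pH 7.5/MgCl2/EGTA/Triton X-100 buffer were reacted with ATP (300 microM stock) for one hour at ambient temperature.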
# PGK inhibitor: inhibitors of T. brucei phosphoglycerate kinase; PGK/GAPDH coupled, Kinase-Glo luminescence, 60 min; Potency, µM (highest dose often 57.5 µM), for inactives: top-dose activity change, negative = inhibition, most hits filed as inhibitors; actives 0.043% (n = 380,000); P07378; further: potency means the concentration at half of the fitted maximal effect; on the % scale 0 is the no-effect control and ±100 the full control effect; nearly all actives have a fitted effect of over 60% in size
#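 Recombinant glycosomal PGK reaction used 1,3-bisphosphoglycerate generated in-well by GAPDH (100nM final) in 100mM TEA pH 7.6, 5mM MgCl2, 0.01% Tween-20. After 60 minutes at room temperature, ATP was read by Kinase-Glo Plus luminescence end-point.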
# The depositor's hits bear a star; i = inactive; u = inconclusive; x = not tested or not shown; & = joins results of further samples; [ ] = remark or other dose. Unless noted, the call rests on the fitted dose curve; in most records, active means well fitted curve in the direction sought with a large enough effect; inconclusive means small, poorly fitted or top-dose-only effect, or another doubt; inactive means no such curve, though single readings can be large; an effect the other way counts as inactive or inconclusive. This is a random part of the collection; any-hit rate near 11%.
SMILES,BAZ2B block,ERG-DNA inh,JMJD2A Tudor inh,HP1b binding inh,Pin1 inh,GLS inh,G9a inh,PI4K2A block,PGK inhibitor
CC(C)CCNC(=O)C1CCN(S(=O)(=O)c2ccc3nc4c(c(C(=O)O)c3c2)CCCCC4)CC1,-20%,-1%,-5%,31%,3%,2%,-9%,-1,i
COC(=O)c1cc(S(=O)(=O)N(Cc2ccccc2)C(C)(C)C)c[nH]1,u,0%,-18%,16%,1%,7%,-5%,2,-4%
Cc1cc(N2C(=O)CC(C(C)c3ccccc3)C2=O)no1 (stereo unspecified),-4%,2%,-3%,27%,-11%,-11%,-4%[59 µM],-8,0%
CCN1CCN(S(=O)(=O)c2c(C)cc(C)cc2C)CC1,u,-1%,-14%,48%[activator],-9%,14%,x,-5,-2%
CCN(CC)S(=O)(=O)c1ccc(Cl)c(NC(=O)COc2ccc3c(C)cc(=O)oc3c2)c1,5%,-8%,-9%,1%,2%,20%,16%[59 µM],1,3%
CCOC(=O)c1cn(CC(=O)Nc2cccc(Cl)c2C)nn1,-4%,-4%&3%,-3%,34%&45%,-2%&1%,-6%&1%,3%[59 µM],-11&-8,0%
CCCn1c(SCC(=O)c2ccc3c(c2)OCCO3)nnc1-c1ccco1,u,9%,-21%,37%[activator],1%,1%,u,0,3%
O=S(=O)(NCCc1ccccc1)c1ccc(S(=O)(=O)N2CCCCC2)cc1,10%,x,-18%,28%,-4%,-9%,9%[59 µM],-2,6%[11.5 µM]
Cc1ccc2oc(-c3cc(NC(=O)CC(C)C)ccc3Cl)nc2c1,8%,12%,-3%,24%,-2%,1%,-3%[59 µM],-2,i
Cc1c(-c2ccccc2)[nH]n2c(=O)c3c(nc12)CCCC3,0%,12%,-16%,21%,-5%,11%,6%[59 µM],0,-11%
COC(=O)C1=C(N)OC2=C(C(=O)CC(C)(C)C2)C1c1cccs1 (stereo unspecified),3%,4%,-13%,21%,2%,24%,-5%[59 µM],-12,i
Nc1c(-c2ccccc2)c(CN2CCOCC2)nn1-c1cccc([N+](=O)[O-])c1,-18%,-9%,-8%,35%,-5%,7%,5%,0,-5%
CCOc1ccc(CNc2ccc(N3CCCC3)cc2)cc1,18µM*,3%,63µM*,-30%,12%,6%,u,-13,-7%
O=C(CCN1C(=O)/C(=C/c2ccccc2F)SC1=S)NCCCn1ccnc1,40µM*,30%[activator],u,-7%,-2%,-1%,x,-2,i
COc1ccc(N2CCN(C(=O)Cn3nnc(-c4ccc(N(C)C)cc4)n3)CC2)cc1,-11%,-8%,-2%,47%[activator],5%,2%,0%[59 µM],-1,i
Cc1cccc(C)c1OC(=O)C(c1ccccc1)c1ccccc1,96%[activator],2%,204%[activator],192%[activator],u,5%,143%[activator],-6,-7%
O=c1[nH]c(=O)c2nnc(N/N=C\c3ccc(O)cc3)nc2[nH]1,u,2%,u,40%[activator],u,5%,11µM*,-7,-7%
O=C(COc1ccc(Cl)cc1Br)NC(=O)NC1CCCC1,22%,7%,20%,91%[activator],-8%,-4%,8%[0.501 µM],2,0%
O=C1OCC2=C1C(c1ccc3c(c1)OCO3)c1cc3c(cc1O2)OCO3 (stereo unspecified),x,x,-8%,18%,-8%,7%,x,-2,i
CCCCCOC(=O)c1ccc(OC(=O)c2sc3ncn(Cc4cccc(F)c4)c(=O)c3c2C)cc1,12%,10%,6%,44%[activator],1%,-3%,-5%[59 µM],-4,-7%
Nc1ccc(N=Nc2ccccc2Cl)c(N)n1,25µM*,1%,25µM*,u,u,3%,28µM*,3,-2%
CCn1c(=O)cc(OCC(=O)N(C)C2CCCCC2)c2ccccc21,-3%,-10%,7%,21%,11%,x,-19%,-14,5%
CN(CC(=O)Nc1cccc(F)c1)C(=O)CC1CC2CCC1C2 (stereo unspecified),-1%,-5%,6%,27%,x,-14%,x,8,-6%
CC(=O)Nc1ccccc1OCC(=O)NC(C)c1ccccc1 (stereo unspecified),3%,-2%,-9%,59%[activator],1%,-1%,-10%[59 µM],1,x
O=C(c1ccc(=O)[nH]c1)N1CCN(S(=O)(=O)c2ccc(Cl)cc2)CC1,1%,11%,8%,35%,-1%,-7%,-43%,-4,-9%
CN(C)C(=O)CN(c1ccc2c(c1)OCO2)S(C)(=O)=O,u,1%,-4%,30%,-2%,-3%,17%,4,x
COc1ccc(C(C)=O)cc1COc1ccc(Cl)cc1Cl,-1%,5%,-1%,22%,2%,u,49%,-5,-13%
CCN1CCN(C(=O)C2CCCN(S(=O)(=O)c3ccc(OC)c(OC)c3)C2)CC1 (stereo unspecified),-17%,-3%,-8%,24%,2%,1%,-15%,-3,-1%
COc1ccc(-n2nc(C(=O)NCC(=O)N3CCCCCC3)c3ccccc3c2=O)cc1,6%,-7%,-12%,-1%,-1%,0%,5%,4,4%
N#Cc1c(-n2ncnc2-c2ccccc2Cl)sc2c1CCCCC2,-26%,8%,-36%,-19%,18%,0%,-38%[59 µM],0,-6%
COc1ccc(N(CC(=O)NCc2ccncc2)S(=O)(=O)c2ccccc2[N+](=O)[O-])c(OC)c1,-25%,1%,-10%,41%[activator],8%,-2%,2%,-1,i
CC(OC(=O)c1nc(Cl)ccc1Cl)C(=O)Nc1ccc2c(c1)OCCO2 (stereo unspecified),10%,-4%,-14%,12%,-6%,-1%,-33%,-1,-11%
COc1ccc(OC)c(S(=O)(=O)N2CCCC(C(=O)NCc3cccnc3)C2)c1 (stereo unspecified),6%,14%,-5%,17%,-6%,-2%,18%,-1,2%
COc1ccc(-c2cc(C)no2)cc1S(=O)(=O)N1CCN(c2ccccc2F)CC1,4%&-26%,2%&4%,-26%&-26%,13%&49%,3%&15%,0%&-7%,2%,-4&1,-7%&-6%
COc1ccc2cc(C(=O)C3CCCN(C(=O)c4sc(C)nc4C)C3)ccc2c1 (stereo unspecified),-23%,-19%,-18%,24%,-1%,-4%,u,-3,-5%
CC(Oc1ccccc1)C(=O)N=C1SC2CS(=O)(=O)CC2N1c1ccccc1 (stereo unspecified),-27%,4%,10%,35%[activator],9%,-2%,-5%[59 µM],1,-8%
COc1ccc(S(=O)(=O)N(Cc2cccnc2)Cc2cc3ccccc3[nH]c2=O)cc1,-22%,9%,u,2%,6%,-7%,-7%,-2,-7%
CCNC(=O)c1cnc2sc(N3CCC(C)CC3)nn2c1=O,-5%,0%,-7%,10%,8%,12%,-5%[59 µM],-1,8%
CCOc1ccc(NC(=O)c2ccc(NC(=O)CN3C(=O)C(=O)N(CC(C)C)C3=O)cc2)cc1,-10%,13%,-6%,20%,-2%,-13%,u,-2,-2%
COn1c(SCc2cccnc2)nc2ccccc2c1=O,8%,-3%,12%,34%,0%,-3%,-6%[59 µM],12,5%
CCn1nc(C(=O)N2CCc3ccccc3C2)c2ccccc2c1=O,14%,0%,-11%,27%,-5%,12%,-7%[59 µM],-2,i
CC(C)COc1ccc(-c2nnc(-c3ccncc3)o2)cc1,13%,-5%,-13%,14%,5%,6%,2%,-21,6%
Cc1ccccc1Nc1nc(N)nc(COC(=O)/C=C/c2ccco2)n1,u,-16%,-26%,10%,7%,-11%,50µM*,0,-11%
Cc1csc(=O)n1CC(=O)Nc1ccc(Cl)c(Cl)c1,x,-3%,-18%,20%,4%,-2%,x,2,-1%
NC(=O)N1OCC2COc3ccc4ccccc4c3C21 (stereo unspecified),u,-4%,-4%,28%,-13%,5%,23%,6,-5%
Cc1cccc(OCC(=O)NC(Cc2ccccc2)C(=O)O)c1 (stereo unspecified),3%,-3%,-15%,9%,-11%,13%,19%[59 µM],-2,0%
Cc1nonc1C(=O)N1CCCC(N2CCN(c3ccc(F)cc3)CC2)C1 (stereo unspecified),-4%,-17%,-9%,8%,-10%,25%,x,1,11%
COc1ccc(-n2nc(C(=O)NCC(=O)N3CCN(c4ccccc4)CC3)c3ccccc3c2=O)c(OC)c1,-9%,-4%,-14%,-3%,-2%,1%,-1%,4,15%
COc1cccc(S(=O)(=O)NCc2ccc(C(=O)Nc3ccc(Cl)c(Cl)c3)cc2)c1,-3%,7%,-3%,2%,4%,-2%,-48%[59 µM],2,i
O=C(CSc1nnc(-c2ccco2)o1)N1CCOCC1,-1%,-7%,-7%,34%[activator],1%,-1%,-19%[12.7 µM],-3,x

# (more compounds)
SMILES,BAZ2B block,ERG-DNA inh,JMJD2A Tudor inh,HP1b binding inh,Pin1 inh,GLS inh,G9a inh,PI4K2A block,PGK inhibitor
COCCn1c(SCC(=O)NC(=O)Cc2ccccc2)nc2ccccc2c1=O,1%,11%,4%,47%[activator],5%,0%,0%[2.33 µM],-1,-8%
CN(C)c1ccnc(Nc2ccc(F)cc2)c1C#N,-33%,14%,-1%,19%,4%,-1%,-9%,-3,i
O=C(O)Cc1ccc(NC(=O)c2ccc(NC(=O)C3CC3)cc2)cc1,6%,12%,-9%,22%,-1%,4%,x,-9,0%
Cc1cccn2cc(-c3cccc(S(=O)(=O)N4CCOCC4)c3)nc12,-22%,-9%,-26%,16%,1%,1%,2%,1,0%
COc1ccccc1-c1cn(S(=O)(=O)c2ccc(C)cc2)nc1N,-2%,3%,-9%,29%,u,13%,19%[59 µM],-7,-1%
CCc1ccc(CN2C(=O)c3ccccc3C2C(=O)NC(C)CC)cc1 (stereo unspecified),-2%,-2%,-7%,33%,-3%,5%,-12%,-5,4%
